Bioassay records deposited in PubChem BioAssay by several laboratories.
Rev-RRE block: HIV Rev-RRE protein-RNA interaction inhibition. Rev peptide-RRE RNA binding, FRET. inhibition, % at 8 µM. actives 0.79% (n = 97,000). AID 704;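 active = inhibition above the screen-wide mean plus 3 SD, cut at about 35% in these data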;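 also: 0% = median DMSO wells and 100% = median Neomycin B control wells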
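Assay system: Labelled RRE RNA duplex and labelled Rev peptide | Times: 5 min preincubation and 15 min binding, 25 °C | Detection: FRET, ex 480 nm, em 540 and 671 nm | Evaluation: % inhibition of FRET ratio versus controls | Benchmarks: DMSO wells as 0% and neomycin B wells as 100% inhibition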
CYP2C9 activ: CYP2C9 (human) activation | P11712 | recombinant CYP2C9, luciferin-H conversion, luminescence; stronger effect = higher value; factor 1 = untreated enzyme, 0 = blocked | activation factor at 5 µM | actives 1.4% (n = 96,000) | AID 1024;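 active = activation factor of 2 or more for CYP2C9 at a 5 µM dose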;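 also: 0 = sulfaphenazole-blocked wells and 1 = vehicle-only wells; values of inactives mirror those of a sister screen read the other way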
Target sequence (P11712 whole entry, looked up): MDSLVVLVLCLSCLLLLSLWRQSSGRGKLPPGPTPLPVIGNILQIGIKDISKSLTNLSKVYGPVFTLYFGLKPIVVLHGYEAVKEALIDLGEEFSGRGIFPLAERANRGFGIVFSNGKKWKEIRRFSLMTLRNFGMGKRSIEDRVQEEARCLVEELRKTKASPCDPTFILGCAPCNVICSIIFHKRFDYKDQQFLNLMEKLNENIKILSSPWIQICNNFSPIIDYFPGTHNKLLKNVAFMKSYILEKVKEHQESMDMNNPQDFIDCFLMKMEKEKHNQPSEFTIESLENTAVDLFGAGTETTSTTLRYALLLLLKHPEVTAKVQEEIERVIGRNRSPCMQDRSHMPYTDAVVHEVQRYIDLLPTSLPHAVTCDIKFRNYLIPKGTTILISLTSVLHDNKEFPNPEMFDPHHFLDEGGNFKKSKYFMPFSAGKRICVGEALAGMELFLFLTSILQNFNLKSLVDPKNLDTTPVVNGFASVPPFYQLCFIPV
EphB4 antag: antagonists of human EphB4-ephrin-B2 interaction; AID 720; EphB4 LBD / TNYL-RAW-Alexa532 peptide, fluorescence polarization; P54760; actives 0.15% (n = 97,000); inhibition, % at 7 µM;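 active = inhibition above the screen-wide mean inhibition plus 3 SD, cut at about 15% in these data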;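 also: 0% = DMSO wells and 100% = excess unlabeled TNYL-RAW peptide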
Plk1 PBD FP: Plk1 (human) PBD binding inhibition | P53350 | Plk1 PBD phosphopeptide binding, fluorescence polarization | inhibition, %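 (tested at about 20 µM)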 | actives 0.13% (n = 97,000) | AID 693; in the data active = inhibition above about 34%, passing the limit was not always enough
CYP2C9 inhib: human CYP2C9 inhibition; inhibition, % at 5 µM; P11712; CYP2C9 Supersomes, luciferin-H conversion, luminescence; actives 20% (n = 96,000);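 active = blocking of liver enzyme CYP2C9 beyond about 50% at 5 µM, limit read from the data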; also: values of inactives mirror those of a sister screen read the other way
CYP2C19 act: increases human CYP2C19 enzyme activity; recombinant CYP2C19, luciferin-H EGE luminescence; stronger effect = higher value; 0 = fully inhibited enzyme, 1 = untreated enzyme; activation factor at 5 µM; 96,000 tested, under 10 active; AID 1025;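 active = activation factor of at least 2 at 5 µM in the primary screen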;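 also: 0 = wells with 2.5 mM tranylcypromine and 1 = vehicle-only wells; values of inactives mirror those of a sister screen read the other way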
PLK1 inh: inhibitors of human PLK1 kinase. P53350. recombinant PLK1 kinase, TR-FRET peptide phosphorylation. inhibition, % at 10 µM. actives 0.53% (n = 97,000);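 active = inhibition of 50% or more in the single-concentration screen; inactive = inhibition below 50%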;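 also: 0% = DMSO max control and 100% = H-89 dihydrochloride min control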
CYP2C19 inh: blocks human cytochrome P450 2C19; inhibition, % at 5 µM; CYP2C19 Supersomes, luciferin-H EGE luminescence, 30 min; actives 21% (n = 96,000);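 active = CYP2C19 inhibition above a set limit at 5 µM in the primary screen, cut at about 50% in these data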;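 also: plate controls were negative control wells for no effect and 2.5 mM tranylcypromine positive control for full effect; values of inactives mirror those of a sister screen read the other way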
PLAP act: human PLAP activation. P05187. purified PLAP enzyme, luminescent substrate read-out; stronger effect = higher value. activation fold at 20 µM. actives 1.2% (n = 96,000); in the data active = activation fold above about 2
Target sequence (P05187 whole entry, looked up): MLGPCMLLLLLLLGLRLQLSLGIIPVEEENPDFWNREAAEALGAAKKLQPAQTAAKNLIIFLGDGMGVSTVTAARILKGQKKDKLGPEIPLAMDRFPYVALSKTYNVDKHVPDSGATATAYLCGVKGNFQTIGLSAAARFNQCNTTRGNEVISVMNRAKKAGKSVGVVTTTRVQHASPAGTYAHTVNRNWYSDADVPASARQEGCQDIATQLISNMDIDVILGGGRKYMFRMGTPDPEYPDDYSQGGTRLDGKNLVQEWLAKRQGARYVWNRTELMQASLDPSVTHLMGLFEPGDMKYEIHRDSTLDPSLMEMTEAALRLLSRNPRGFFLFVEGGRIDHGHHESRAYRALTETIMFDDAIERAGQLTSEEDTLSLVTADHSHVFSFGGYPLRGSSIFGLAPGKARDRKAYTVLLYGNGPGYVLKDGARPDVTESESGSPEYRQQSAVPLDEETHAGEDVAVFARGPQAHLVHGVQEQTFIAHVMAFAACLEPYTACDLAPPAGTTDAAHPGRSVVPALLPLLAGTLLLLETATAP
Numbers without * were called inactive; . = no result given.

nr	compound	Rev-RRE block	CYP2C9 activ	EphB4 antag	Plk1 PBD FP	CYP2C9 inhib	CYP2C19 act	PLK1 inh	CYP2C19 inh	PLAP act
1	CC(=O)c1ccc(OC(=O)C2CC(=O)N(c3cccc(C)c3)C2)cc1 (stereo unspecified)	10	1.1	-1	-1	-5	0.8	10	23	0.9
2	O=S(=O)(c1ccc(Cl)c(F)c1)N1CCC(c2nc(-c3ccncc3)no2)CC1	9	0.5	-8	11	46	0.7	-10	33	0.9
3	O=c1[nH]c(=O)n(Cc2ccccc2)c2nc(-c3ccco3)cc(C(F)(F)F)c12	17	0.5	-5	-9	48	0.9	-6	10	1.5
4	COc1ccc2cc3cc(C(=O)NC(C)C)oc3nc2c1	5	0.9	1	-24	12	0.8	-15	21	0.9
5	COc1cc(OC)cc(C(=O)NC(=S)NCCc2ccccc2)c1	-7	0.5	8	-5	51*	0.5	-14	48	1.1
6	Cc1ccc(NC(=O)CCC(=O)NNC(=O)Cc2ccccc2)cc1C	2	1.1	-2	-24	-10	0.7	-7	25	1.5
7	COC(=O)c1ccc(CN2C(=O)NC3(CCC(C)CC3)C2=O)o1 (stereo unspecified)	1	1	0	-3	2	0.9	-11	7	0.9
8	CCOc1ccccc1C(=O)N(CCC(=O)OC)c1ccccn1	-3	0.9	-8	-1	11	0.5	-11	53*	1.1
9	Cc1nn(C)cc1/C=N/n1nnnc1N	3	1	1	15	3	0.9	-4	5	1.1
10	O=C(Oc1ccc2ccccc2c1)c1cncc(Br)c1	2	1	5	-14	2	1	-2	0	1.2
11	COc1cc(CNCCSc2nnnn2C)cc(Br)c1OCc1ccc(F)cc1	17	0.8	4	17	18	0.2	-10	76*	1.8
12	COc1cc(CN2CC(C)OC(C)C2)cc(OC)c1 (stereo unspecified)	3	.	-9	25	.	.	-2	.	.
13	CS(=O)(=O)N(Cc1ccccc1)c1ccc(C(=O)N2CCOCC2)cc1	5	0.7	3	5	27	0.9	-9	8	1.3
14	COC(=O)CSc1nnc2c(C)cc3cc4c(cc3n12)OCCO4	.	1.1	.	.	-9	1.1	.	-6	1.1
15	O=C(c1ccc(Cl)cc1)N1CCN(C(=O)c2ccco2)CC1	-1	0.9	0	-6	10	0.8	-15	22	1
16	Cc1cccc(OC(=O)C2C(c3ccccc3)C(C(=O)O)C2c2ccccc2)c1 (stereo unspecified)	1	0.4	-4	-1	59*	0.9	-3	10	1.2
17	CCOc1ccc(-n2cc(C(=O)N3CCC(C)CC3)c3cc(OC)c(OC)cc3c2=O)cc1	4	0.8	2	10	20	0.8	0	16	1.5
18	O=P(CCCCCCCCCP(=O)(c1ccccc1)c1ccccc1)(c1ccccc1)c1ccccc1	7	0	3	-10	99*	0.2	-5	80*	.
19	Cc1cc(S(=O)(=O)NCCN(C)C)c(C)s1	9	0.9	-3	-9	6	1	-7	-2	1.2
20	Cc1c(NC(=O)C23CC4CC(CC(C)(C4)C2)C3)c(=O)n(-c2ccccc2)n1C	0	1.2	0	0	-18	1.1	-7	-12	1.1
21	CCC1SC2=NC(C)=C(C(=O)OC)C(c3ccc(C)cc3)N2C1=O (stereo unspecified)	-1	0.2	3	-24	80*	0	-12	99*	1.5
22	Cc1ccccc1-n1c(SCc2c(C)noc2C)nnc1-c1ccncc1	7	0.5	-1	0	51*	0.2	2	78*	1.4
23	Clc1ccc(CNc2nnnn2-c2ccccc2)c(Cl)c1	-2	0.5	-3	-5	53*	0	-9	98*	0.8
24	COc1ccc(NCc2n[nH]nc2-c2ccccc2)cc1Cl	4	0.1	2	-8	86*	0	-3	97*	1.7
25	CCOC(=O)C(NC(=O)CC)(Nc1ccccc1OC)C(F)(F)F (stereo unspecified)	0	0.5	-4	24	47	0.6	-5	41	1.2
26	CCOc1c(Cl)cnn(-c2ccc(C)cc2)c1=O	6	1	-3	26	2	0.7	-9	27	0.9
27	CC(C)CNC(=O)COC(=O)c1cc(S(=O)(=O)N2CCCCC2)ccc1N1CCOCC1	5	0.3	1	-2	69*	0.5	-13	47	1.7
28	Nc1nc(-c2ccc(Br)cc2)cs1	3	0.6	3	-14	37	0.8	21	22	1.1
29	COc1ccc(C(=O)N[C@H](C(=O)NCC2CCCCC2)C(C)C)cc1	5	0.7	0	-22	26	0.7	-3	26	1
30	O=C(Nc1ccccc1C(=O)NC1CCCCC1)c1ccco1	0	.	3	-22	.	.	-11	.	.
31	CC(=O)C1=C(O)C(=O)N(CCCCCC(=O)O)C1c1ccc(N(C)C)cc1 (stereo unspecified)	5	1.1	-5	3	-10	1	-10	-2	1.2
32	COCc1[nH][nH]c(=O)c1C=Nc1ccc(F)cc1F	12	1.1	4	18	-10	1.1	-8	-10	1.1
33	CC1(C)NC(=O)N(c2ccccc2Cl)C1(C)NO (stereo unspecified)	.	0.9	.	.	8	0.8	.	24	1
34	Cc1ccccc1Nc1nc(N)nc(CSc2nc3ccccc3c(=O)n2CCCO)n1	.	0	.	.	99*	0.1	.	90*	1.8
35	CC(=O)Nc1ccc(S(=O)(=O)N2CCN(CC(O)COc3ccc4ccccc4c3)CC2)cc1 (stereo unspecified)	2	0.1	-2	-20	87*	0.1	1	87*	1.7
36	COC(=O)c1ccc(N(C(=O)c2ccco2)C(C(=O)NC2CCCC2)c2ccco2)cc1 (stereo unspecified)	6	.	8	-11	.	.	-4	.	.
37	Clc1ccc(C2=C3CCCCn4c(-c5ccccc5)c[n+](c43)C2)cc1	11	0.8	5	-14	16	1	-21	5	0.8
38	Cc1cccc(NC(=O)CSc2nccn2C)c1	8	.	7	-12	.	.	-7	.	.
39	CN(C)c1nc(C(=O)OCCO)nc(N(C)C)n1	8	1.1	7	-19	-14	1.2	-8	-17	1
40	COc1ccc(CC2S/C(=C(\C#N)C(=O)NCc3ccco3)N(c3ccc(C)cc3)C2=O)cc1 (stereo unspecified)	15	1	4	-6	4	1	-8	-5	0.9
41	Clc1ccc(-c2nnc(SCc3ccon3)o2)c(Cl)c1	5	0.4	-3	4	62*	0	-5	97*	0.8
42	CCCCn1c(=O)n(CC(=O)Nc2ccc(OC)c(Cl)c2)c(=O)c2c1nc(CO)n2CCC	3	0.1	-2	-45	90*	0.2	-6	79*	0.9
43	CCOC(=O)N1CCN(C(=O)CCn2nc(-c3ccc(Cl)cc3)ccc2=O)CC1	2	0.9	-4	3	13	0.9	4	10	1.6
44	COc1ccccc1NC(=S)N1C2CCC1CC(NC(=O)NC13CC4CC(CC(C4)C1)C3)C2 (stereo unspecified)	-2	1.1	-11	2	-6	1	-5	3	1.8
45	Cc1ccccc1S(=O)(=O)Nc1cccnc1	10	.	4	-21	.	.	0	.	.
46	CCN(CC(=O)NCc1ccc(F)cc1)Cc1nc2cc(Cl)ccc2c(=O)[nH]1	16	0.4	0	-6	60*	0.6	-8	41	2.7*
47	Cn1c(/C(C#N)=C(\O)CN2CCN(Cc3ccccc3)CC2)nc2ccccc21	12	0.8	6	3	17	0.8	-8	24	2.5*
48	COc1ccccc1N(CC(=O)NCC1CCCO1)C(=O)CNS(=O)(=O)c1ccc(C)cc1 (stereo unspecified)	4	1	-1	13	4	1	-8	-1	1.2

Reprinted, nos. 37–40
nr	compound	Rev-RRE block	CYP2C9 activ	EphB4 antag	Plk1 PBD FP	CYP2C9 inhib	CYP2C19 act	PLK1 inh	CYP2C19 inh	PLAP act
37	Clc1ccc(C2=C3CCCCn4c(-c5ccccc5)c[n+](c43)C2)cc1	11	0.8	5	-14	16	1	-21	5	0.8
38	Cc1cccc(NC(=O)CSc2nccn2C)c1	8	.	7	-12	.	.	-7	.	.
39	CN(C)c1nc(C(=O)OCCO)nc(N(C)C)n1	8	1.1	7	-19	-14	1.2	-8	-17	1
40	COc1ccc(CC2S/C(=C(\C#N)C(=O)NCc3ccco3)N(c3ccc(C)cc3)C2=O)cc1 (stereo unspecified)	15	1	4	-6	4	1	-8	-5	0.9

Continued:
nr	compound	Rev-RRE block	CYP2C9 activ	EphB4 antag	Plk1 PBD FP	CYP2C9 inhib	CYP2C19 act	PLK1 inh	CYP2C19 inh	PLAP act
49	Cn1c(=O)c2c(nc3sccn32)n(C)c1=O	7	.	1	-19	.	.	4	.	.
50	Cc1nn(-c2ccccc2)c(Cl)c1C(=O)NCC(C)C	7	0.4	6	4	63*	0.3	-8	69*	1.1
51	O=C(O)C1Cc2c([nH]c3ccccc23)C(c2ccc3c(c2)OCO3)N1 (stereo unspecified)	11	1.1	0	-26	-9	0.9	1	7	1.1
52	CC1CC2(CCCCC2)Nc2c1ccc1ccccc21 (stereo unspecified)	3	.	1	12	.	.	-10	.	.
53	CCc1c(C)sc(NC(=O)c2ccc(Br)o2)c1C(=O)OC	12	1.4	-1	-25	-40	1	-11	2	1.1
54	COCCn1c(SCC(=O)Nc2ncc(Cl)c(C)c2Cl)nc2ccccc21	4	0.5	8	-9	47	0.1	-12	93*	1.7
55	O=C(CN1C(=O)c2ccccc2S1(=O)=O)NCc1cccnc1	4	0.9	-3	12	11	1	-8	0	1.1
56	CCC1CCCCN1C(=O)CSc1nnc(-c2ccc(Cl)cc2)o1 (stereo unspecified)	9	0.7	-1	10	33	0.2	0	82*	1
57	CCOC(=O)N1CCN(C(=O)CCc2c(C)nc3nc(C)nn3c2C)CC1	9	0.9	4	14	7	1.1	0	-7	1
58	CC(C)c1ccc(CNCc2ccccc2)cc1	-9	0.9	3	-4	8	0.2	-11	75*	0.8
59	Cn1c(-c2ccccc2O)cc2ccccc21	5	.	8	-6	.	.	-17	.	.
60	COc1cc2nc(CC(C)C)n(NC(=O)c3ccccc3)c(=O)c2cc1OC	.	0.7	.	.	29	0.7	.	28	1.3
61	Cc1cc(C)n2c(Nc3ccc4c(c3)OCCO4)c(-c3ccc(C)o3)nc2n1	-2	1.1	-10	-13	-10	1	-17	2	1.5

Some of the entries so far, field by field:
24	COc1ccc(NCc2n[nH]nc2-c2ccccc2)cc1Cl
  Rev-RRE block = 4; CYP2C9 activ = 0.1; EphB4 antag = 2; Plk1 PBD FP = -8; CYP2C9 inhib = 86*; CYP2C19 act = 0; PLK1 inh = -3; CYP2C19 inh = 97*; PLAP act = 1.7
25	CCOC(=O)C(NC(=O)CC)(Nc1ccccc1OC)C(F)(F)F (stereo unspecified)
  Rev-RRE block = 0; CYP2C9 activ = 0.5; EphB4 antag = -4; Plk1 PBD FP = 24; CYP2C9 inhib = 47; CYP2C19 act = 0.6; PLK1 inh = -5; CYP2C19 inh = 41; PLAP act = 1.2
